SENP1 FRET inh: inhibitors of human SENP1 SUMO protease catalytic domain. recombinant SENP1 catalytic domain, CyPet-SUMO1-YPet FRET cleavage. hit rate 0.21% among 360,000. AID 624204. inhibition, % at 10 µM;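 active = inhibition at least 30% at 10 µM, raw YFP signal under a set limit, fluorescence ratio 0.5 to 1.5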;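 note: 0% = enzyme with DMSO and 100% = no enzyme wells; some results filed as inactive read as strong as hits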
Target sequence (Q9P0U3 419-644 limits assumed): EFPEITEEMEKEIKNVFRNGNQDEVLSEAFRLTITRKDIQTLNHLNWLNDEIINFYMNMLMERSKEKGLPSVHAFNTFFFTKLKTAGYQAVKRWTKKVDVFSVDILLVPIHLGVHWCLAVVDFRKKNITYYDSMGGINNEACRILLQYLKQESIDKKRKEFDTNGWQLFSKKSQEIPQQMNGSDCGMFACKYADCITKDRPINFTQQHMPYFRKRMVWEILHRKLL
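system = hSENP1 catalytic domain, recombinant | reagent = SFCypet-SUMO1-SFYpet substrate at 25 nM | doses = one dose per compound, 10 µM, 0.5% DMSO | incubation = enzyme reaction for 50 min at room temperature, dark | measured by = FRET, CFP and YFP emission | controls = no-enzyme low, enzyme-DMSO high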
APOBEC3G inh: blocks human APOBEC3G single-stranded DNA deamination; recombinant A3G, ssDNA deamination FAM/TAMRA fluorescence; inhibition, % at 20 µM; Q9HC16; hit rate 0.28% among 330,000;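 active = inhibition of at least 40% at 20 µM, with no more than 30% in the related APOBEC3A deaminase screen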;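 note: plate controls were DMSO wells with A3G for no effect and wells lacking A3G enzyme for full effect; some compounds called inactive have numbers as strong as hits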
SENP6 block: blocks the human protease SENP6. Q9GZR1. Recombinant SENP6 catalytic domain, aminoluciferin luminescence. inhibition, % at 10 µM. hit rate 1.8% among 330,000. AID 2599;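 active = inhibition above about 50% at the single tested dose, limit read from the data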;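 note: plate controls were DMSO wells with enzyme for no effect and DMSO wells lacking enzyme for full effect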
UBC13 inh: blocks human UBC13 polyubiquitin chain formation. P61088. TR-FRET. inhibition, % at 20 µM. hit rate 0.47% among 330,000; in the data active = inhibition above about 45%, passing the limit was not always enough
Target sequence (P61088 whole entry, looked up): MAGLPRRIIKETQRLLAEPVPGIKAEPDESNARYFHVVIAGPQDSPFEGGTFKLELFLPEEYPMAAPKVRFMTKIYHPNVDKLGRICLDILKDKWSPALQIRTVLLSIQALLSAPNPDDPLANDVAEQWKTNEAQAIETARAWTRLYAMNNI
SENP8 block-1: SENP8 (human) protease inhibition | inhibition, % at 20 µM | AID 602440 | recombinant SENP8, Nedd8 substrate fluorescence | hit rate 0.64% among 360,000 | Q96LD8; in the data active = inhibition mostly above about 40%, no sharp cut-off; inactive = mostly below about 27%
Target sequence (Q96LD8 whole entry, looked up): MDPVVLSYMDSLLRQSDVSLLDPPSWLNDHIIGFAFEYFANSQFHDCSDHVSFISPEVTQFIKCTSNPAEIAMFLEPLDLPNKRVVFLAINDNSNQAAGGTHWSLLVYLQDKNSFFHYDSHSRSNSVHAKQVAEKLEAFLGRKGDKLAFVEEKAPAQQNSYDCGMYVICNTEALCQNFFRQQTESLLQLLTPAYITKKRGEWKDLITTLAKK
Apaf-1 inh: blocks human Apaf-1 apoptosome activity | O14727 | reconstituted apoptosome caspase-3 activity, DEVD-Rh110 fluorescence | inhibition, % at 20 µM | hit rate 0.71% among 330,000 | AID 489030; active = inhibition of at least 40% at 20 µM;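 note: plate controls were DMSO wells for no effect and DEVD-CHO caspase inhibitor wells for full effect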
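System: reconstituted apoptosome with Apaf-1, cytochrome c, caspase-9, procaspase-3, dATP; Signal: Rh110 fluorescence intensity; Schedule: 30 min compound preincubation, 50 min activation, room temperature; Reagent: cytochrome c trigger plus (Z-DEVD)2-Rh110 caspase-3 substrate.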
SENP8 block-2: inhibitors of human SENP8 protease. Q96LD8. purified SENP8, Z-RLRGG-aminoluciferin cleavage, luminescence. inhibition, % at 10 µM. hit rate 1.2% among 330,000. AID 2540; in the data active = inhibition above about 50%
SENP7 block: inhibitors of human SENP7 protease. recombinant SENP7, Z-RLRGG-aminoluciferin luminescence, 40 min. AID 434973. hit rate 1.5% among 330,000. inhibition, % at 5 µM;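 active = inhibition above about 50% at the single test dose, limit read from the data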;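 note: plate controls were DMSO with enzyme for no effect and no enzyme buffer wells for full effect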
Target sequence (Q9BQF6 706-1050 limits assumed): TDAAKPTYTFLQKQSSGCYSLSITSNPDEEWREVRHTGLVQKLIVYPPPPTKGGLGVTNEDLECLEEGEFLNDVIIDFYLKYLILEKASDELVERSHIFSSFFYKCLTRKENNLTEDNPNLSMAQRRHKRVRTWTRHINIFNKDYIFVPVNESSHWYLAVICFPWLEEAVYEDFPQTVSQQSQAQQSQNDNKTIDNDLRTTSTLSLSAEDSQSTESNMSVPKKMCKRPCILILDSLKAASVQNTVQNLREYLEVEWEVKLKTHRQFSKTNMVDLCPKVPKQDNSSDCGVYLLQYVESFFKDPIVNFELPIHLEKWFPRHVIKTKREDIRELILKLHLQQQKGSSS
* = called active by the depositor; . = not tested or not shown.

SMILES	SENP1 FRET inh	APOBEC3G inh	SENP6 block	UBC13 inh	SENP8 block-1	Apaf-1 inh	SENP8 block-2	SENP7 block
O=C(Nc1cc([N+](=O)[O-])ccc1O)c1cccc([N+](=O)[O-])c1	1.3	-5.8	83.3*	-11.5	29.2	-6.7	68.6*	67.2*
COC(=O)c1ccsc1NC(=O)CN1CCN(c2ccc(F)cc2)CC1	0.6	-7.4	-7.8	-0.6	32.2	15.2	-10.0	7.1
CSc1cccc(NC(=O)c2cc(S(=O)(=O)N3CCCC3)cn2C)c1	1.7	-8.3	7.8	11.4	3.4	-2.6	0.8	1.0
Cc1nc(OCc2ccccc2)c2ccccc2n1	0.3	-2.4	8.9	3.4	19.9	11.4	1.5	3.4
CCS(=O)(=O)N1CCN(C(=O)C(c2ccccc2)c2ccccc2)CC1	1.2	11.6	-2.2	-10.9	4.4	22.2	0.6	2.5
COc1cc(CCC(=O)OCc2ccccc2C#N)cc(OC)c1OC	0.7	-16.6	-12.4	2.8	-10.3	0.4	4.8	-1.7
COc1ccc(-c2cc(C(=O)NC3CCCC3)c3ccccc3n2)cc1	2.8	-3.6	13.1	20.9	-297.8	14.5	-5.1	7.2
CC(C)NC(=O)C(=O)NCc1ccccn1	2.6	-2.8	-1.2	2.4	24.3	-20.8	3.0	2.1
O=C(NCc1ccc2c(c1)OCO2)c1cc(-c2ccncc2)nc2ccccc12	0.6	-4.9	-19.6	2.2	9.2	-11.8	-3.1	4.5
Cc1ccc(C)c(N2C(=O)CS/C2=N\NC(=O)c2ccccc2Cl)c1	0.1	-1.1	-23.1	-5.8	1.1	-4.2	-11.2	-12.9
O=C(Cn1c(=O)n2ncnc2c2c3c(sc21)CCCC3)c1ccccc1	1.1	-8.7	5.9	-0.3	7.5	-0.4	4.2	2.5
COc1ccc(NC2CCCN(C(=O)CN3C(=O)c4ccccc4C3=O)C2)cc1OC (stereo unspecified)	0.7	-2.8	11.4	-5.7	25.3	4.4	4.6	0.8
COc1ccccc1-c1nc(SCC(=O)Nc2ccccc2F)n[nH]1	0.6	-4.7	-6.4	6.3	-5.8	4.4	3.9	2.8
O=C1CN(C(=O)COC(=O)/C=C/c2ccc(S(=O)(=O)N3CCOCC3)cc2)c2ccccc2N1	-8.9	1.6	15.2	-0.1	-9.2	4.9	-3.5	0.1
Cc1ccc(NC(=O)c2nc[nH]c2C(=O)NC2CCN(C(=O)OC(C)(C)C)CC2)cc1	1.0	-4.0	-2.7	36.0	8.7	23.5	-2.0	-6.1
CCC(NC(=O)CC[C@H]1O[C@@H](n2cc(C)c(=O)[nH]c2=O)C[C@@H]1O)c1ccccc1 (stereo partly specified)	-1.4	-0.4	.	.	3.5	5.3	.	0.8
O=C(CNCC1CCCO1)Nc1ccc([N+](=O)[O-])cc1C(=O)Nc1ccccc1F (stereo unspecified)	-0.4	-5.7	8.8	4.0	30.6	-19.9	0.8	-0.7
CCOC(=O)c1c(C)[nH]c(C)c1C(=O)CSc1nc2ccccc2n1CCC#N	1.0	-3.2	-0.3	5.1	9.6	0.7	1.0	5.5
CC(C(=O)Nc1ccc(C(N)=O)cc1)N1C(=O)c2ccccc2S1(=O)=O (stereo unspecified)	-0.8	-1.6	-1.7	-4.3	3.5	-8.0	-5.3	-9.0
O=C(NCc1ccccc1)NCc1cccs1	1.8	-5.3	-27.7	-3.0	14.5	3.8	0.2	9.2

Entries listed so far that contain fluorine, in the order listed:
SMILES	SENP1 FRET inh	APOBEC3G inh	SENP6 block	UBC13 inh	SENP8 block-1	Apaf-1 inh	SENP8 block-2	SENP7 block
COC(=O)c1ccsc1NC(=O)CN1CCN(c2ccc(F)cc2)CC1	0.6	-7.4	-7.8	-0.6	32.2	15.2	-10.0	7.1
COc1ccccc1-c1nc(SCC(=O)Nc2ccccc2F)n[nH]1	0.6	-4.7	-6.4	6.3	-5.8	4.4	3.9	2.8
O=C(CNCC1CCCO1)Nc1ccc([N+](=O)[O-])cc1C(=O)Nc1ccccc1F (stereo unspecified)	-0.4	-5.7	8.8	4.0	30.6	-19.9	0.8	-0.7

Other results follow:
SMILES	SENP1 FRET inh	APOBEC3G inh	SENP6 block	UBC13 inh	SENP8 block-1	Apaf-1 inh	SENP8 block-2	SENP7 block
O=C(Nc1ccc(Br)cc1)c1cc(-c2ccc3c(c2)OCO3)on1	0.3	-2.2	13.8	0.8	-47.7	4.8	-10.7	-4.7
N#CCCN1CCN(C2=NC(=O)/C(=C\c3cccs3)S2)CC1	-0.6	-1.6	-2.2	-13.8	0.0	2.2	-1.3	3.9
CCN(CC)S(=O)(=O)c1ccc(Cl)c(C(=O)Nc2nncs2)c1	0.7	-4.3	7.9	3.6	14.7	-5.5	-9.4	-5.5
Cc1onc(-c2ccccc2)c1C(=O)N1CCN(c2ncccn2)CC1	2.7	-5.2	-0.8	13.1	-30.4	-8.8	2.7	1.5
O=C(O)c1ccn(COc2ccc(Br)cc2)n1	1.0	0.0	-27.7	-3.1	19.6	-9.4	3.0	-1.0
OC1CCN(Cc2cn(Cc3ccccc3)nc2-c2cc3ccccc3o2)CC1	-1.6	0.2	-11.3	11.1	4.0	2.2	0.4	-0.4
CCOc1ccc(CCNC(=O)C2CC(=O)N(C3CCCC3)C2)cc1OCC (stereo unspecified)	1.7	-5.6	3.2	6.1	-0.1	-24.2	1.7	1.6
CC(Sc1ncnc2c1cnn2-c1ccccc1)C(=O)Nc1ccc(N2CCOCC2)cc1 (stereo unspecified)	-2.8	-7.9	6.1	-14.6	-51.4	10.2	-3.6	5.7
Nc1ncnc2c1ncn2C1CCCO1 (stereo unspecified)	1.2	0.5	-10.1	4.5	9.0	2.1	-5.6	4.2
Cc1cc(C)n(-c2ccc(NC(=O)C3CCCCN3C(=O)c3cccs3)cc2)n1 (stereo unspecified)	1.6	-0.1	-19.7	-3.9	-8.5	19.7	5.3	-5.6
CC(C)N(C(=O)CSc1nnc(Cc2ccc3c(c2)OCO3)n1C)C(C)C	0.6	-0.2	-9.6	3.8	5.6	-1.3	1.2	7.5
COc1cc(OC)c(NC(=O)CCNC(=O)Cn2cnc3ccccc3c2=O)cc1Cl	0.7	-5.4	-5.8	1.7	17.2	-10.9	-0.3	-1.1
O=S(=O)(Nc1ccccc1Br)c1cccs1	0.4	-4.6	-7.6	1.3	4.2	-0.1	-3.8	-1.7
O=C(NCc1ccc2c(c1)OCO2)c1cccc([N+](=O)[O-])c1	-0.7	-5.8	-14.9	5.7	16.3	0.0	-1.4	0.7
COc1ccc(NS(=O)(=O)c2cc(NC(=O)C3CCCCC3)ccc2N2CCOCC2)cc1	2.5	-18.0	-9.4	-4.7	12.5	14.9	-7.4	-2.3
CCN(Cc1ccccc1)C(=O)CCS(=O)(=O)c1ccc2c(c1)NC(=O)CO2	-3.4	-3.2	-3.4	3.2	6.9	-11.3	-1.9	5.0
CCOc1ccc(CCNC(=O)c2nnn(CC(=O)Nc3ccccc3C)c2N)cc1OCC	1.1	3.5	8.8	-4.8	9.9	0.7	1.3	11.2
O=C(CCNC(=O)c1ccccc1)Nc1nc2ccccc2s1	-1.1	-6.0	-6.3	-7.8	6.6	6.1	-13.7	-17.4
COc1ccc(C(=O)Nc2ccc(N3CCCC3)cc2)cc1	-1.1	0.5	-11.7	-4.4	-11.7	22.0	-4.1	2.3
Cc1ccc(S(=O)(=O)N(C)CC(=O)NNC(=O)CCS(=O)(=O)c2ccccc2)cc1	0.2	-5.8	0.3	3.4	8.9	-9.0	-2.6	9.9

Rewritten bar-delimited: entries from further up
structure | SENP1 FRET inh | APOBEC3G inh | SENP6 block | UBC13 inh | SENP8 block-1 | Apaf-1 inh | SENP8 block-2 | SENP7 block
OC1CCN(Cc2cn(Cc3ccccc3)nc2-c2cc3ccccc3o2)CC1 | -1.6 | 0.2 | -11.3 | 11.1 | 4.0 | 2.2 | 0.4 | -0.4
CCOc1ccc(CCNC(=O)c2nnn(CC(=O)Nc3ccccc3C)c2N)cc1OCC | 1.1 | 3.5 | 8.8 | -4.8 | 9.9 | 0.7 | 1.3 | 11.2
Nc1ncnc2c1ncn2C1CCCO1 (stereo unspecified) | 1.2 | 0.5 | -10.1 | 4.5 | 9.0 | 2.1 | -5.6 | 4.2

Later entries
SMILES	SENP1 FRET inh	APOBEC3G inh	SENP6 block	UBC13 inh	SENP8 block-1	Apaf-1 inh	SENP8 block-2	SENP7 block
Cc1ccc(SCC(=O)OCC(=O)NC(C)c2ccc(F)cc2)cc1 (stereo unspecified)	6.9	2.5	-3.0	5.8	5.5	12.5	4.2	7.6
CC1=CC2=NC(=O)/C(=C\c3cn(C)c4ccccc34)C(=N)N2O1	-23.8	-2.9	11.0	-19.9	-191.7	7.2	3.5	-3.2
NCCCC[C@H](NC(=O)C1CCNCC1)c1nnc(CN)o1	.	22.3	2.6	18.4	.	-2.5	-9.3	-2.5
Cc1ccccc1C(=O)NNC(=O)Cc1ccccc1	1.4	-6.1	-34.4	-1.4	-7.2	-25.6	-3.3	0.6
COc1ccc(C2=Nn3c(nnc3-c3cc(C)[nH]n3)SC2)cc1	3.7	-7.3	-20.5	0.1	17.0	-5.6	-4.7	-1.5
COc1ccc(/C=N/N=C2/NC(=O)CC(C(=O)O)S2)cc1 (stereo unspecified)	2.6	-8.5	15.4	-20.4	18.0	7.9	1.3	5.3
CC(=O)Nc1ccc(NC(=O)CSc2nnc(CNc3ccc(F)cc3)n2CC2CCCO2)cc1 (stereo unspecified)	2.4	-4.8	-12.6	14.7	12.8	-8.6	4.4	3.3
CCn1c2ccccc2c2cc(NC(=O)c3cc(C)on3)ccc21	-0.4	-5.1	-4.4	15.7	-5.8	13.8	1.4	0.4
CCN1CCSc2ccc(C(=O)Nc3ccc(NC(C)=O)cc3)cc21	-4.3	0.6	-3.5	16.8	-364.6	6.0	-2.1	13.7
CC(=O)Nc1nnc(SCC(=O)NC(C)(C)C)s1	0.9	-5.0	-3.7	3.0	9.0	-22.2	2.2	1.9
Cc1cnc([N+](=O)[O-])n1CCOC(=O)NC(=O)c1cccc(F)c1	-0.3	-3.8	13.7	-15.5	17.2	-5.8	-1.0	-4.8
CC(=O)N1N=C(c2ccco2)CC1c1cc2cc(C)ccc2nc1Cl (stereo unspecified)	0.6	-2.4	-1.5	-2.9	9.5	-3.5	-2.1	-3.9
CCOC(=O)CCCNC(=O)COC(=O)c1cc2ccccc2cc1O	3.3	-4.0	5.2	3.7	-77.9	-6.4	6.8	-0.2
CCn1cc(/C=C(\NC(=O)c2cc(OC)c(OC)c(OC)c2)C(=O)NCCCN2CCOCC2)c2ccccc21	-1.8	-4.1	-14.3	13.2	-7.6	1.9	0.4	-0.4
C[C@H]1COC(=O)[C@H](CC(=O)OC(C)(C)C)C/C=C\C[C@@H](CC(=O)NCCO)C(=O)N1	5.0	-6.3	-6.7	-1.7	11.2	-2.8	3.1	-3.2
O=C(NCC(c1cccs1)N1CCOCC1)c1ccc(Cl)s1 (stereo unspecified)	0.4	-10.2	-31.0	-1.9	6.3	12.9	-2.9	-10.5
CC(=O)n1cc(N(C(=O)CCl)c2ccc(C)cc2)c2ccccc21	0.5	-9.0	0.6	3.2	9.6	6.2	-1.7	-8.3
COc1ccccc1/C=C/CN1CCC(Oc2cc(C(=O)NC3CC3)ccc2OC)CC1	0.2	-1.9	2.8	4.5	14.6	1.4	-10.0	-2.3
CCN1C(=O)N(CN2CCOCC2)C2C1N(CN1CCOCC1)C(=O)N2CC (stereo unspecified)	3.2	-8.8	-17.5	4.6	35.3	-1.8	-0.6	7.2
CSCCC1NC2(C(=O)Nc3ccc(Cl)cc32)[C@@H]2C(=O)N(C3CCCC3)C(=O)[C@H]12 (stereo partly specified)	.	3.5	-0.1	1.0	.	13.3	-1.1	10.2
CN(C)c1nc(N(C)C)nc(N(C#N)CCOc2ccccc2)n1	1.7	-7.4	-22.8	13.0	19.1	15.1	-1.1	-1.8
O=C(O)c1ccc(/C=N/NC(=S)NC2CCCCC2)cc1	3.6	-4.0	-3.7	-0.3	2.7	-9.9	3.6	1.9
